High-throughput results from PubChem BioAssay.
Kir21 block – inhibitors of mouse Kir2.1 inward-rectifier potassium channel; HEK293-Kir2.1, FluxOR thallium flux fluorescence; stronger effect = lower value; B-score at 10 µM; hit rate 0.85% among 310,000;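 active = fluorescence ratio B-score at or below minus 3 SD of library scores, with starting-brightness B-score within 2 SD, cut at about -4.2 in these data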;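 note: channel flux triggered by added potassium and thallium sulfate stimulus; B-score of peak minus minimum fluorescence over baseline after thallium stimulus; more negative B-score means stronger Kir2.1 block with less thallium influx; some compounds called inactive have numbers as strong as hits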
KCNQ2 block – KCNQ2 channel blockers in CHO-K1 cells – cell-based, FluxOR thallium flux, B-score, primary screen (AID 2156); 20 min; stronger effect = lower value; B-score at 10 µM; hit rate 1.1% among 310,000;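 active = fluorescence ratio B-score at most minus 3 library SDs, with starting brightness B-score within 2 library SDs, cut at about -5.5 in these data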
Target sequence (O88943 whole entry, looked up): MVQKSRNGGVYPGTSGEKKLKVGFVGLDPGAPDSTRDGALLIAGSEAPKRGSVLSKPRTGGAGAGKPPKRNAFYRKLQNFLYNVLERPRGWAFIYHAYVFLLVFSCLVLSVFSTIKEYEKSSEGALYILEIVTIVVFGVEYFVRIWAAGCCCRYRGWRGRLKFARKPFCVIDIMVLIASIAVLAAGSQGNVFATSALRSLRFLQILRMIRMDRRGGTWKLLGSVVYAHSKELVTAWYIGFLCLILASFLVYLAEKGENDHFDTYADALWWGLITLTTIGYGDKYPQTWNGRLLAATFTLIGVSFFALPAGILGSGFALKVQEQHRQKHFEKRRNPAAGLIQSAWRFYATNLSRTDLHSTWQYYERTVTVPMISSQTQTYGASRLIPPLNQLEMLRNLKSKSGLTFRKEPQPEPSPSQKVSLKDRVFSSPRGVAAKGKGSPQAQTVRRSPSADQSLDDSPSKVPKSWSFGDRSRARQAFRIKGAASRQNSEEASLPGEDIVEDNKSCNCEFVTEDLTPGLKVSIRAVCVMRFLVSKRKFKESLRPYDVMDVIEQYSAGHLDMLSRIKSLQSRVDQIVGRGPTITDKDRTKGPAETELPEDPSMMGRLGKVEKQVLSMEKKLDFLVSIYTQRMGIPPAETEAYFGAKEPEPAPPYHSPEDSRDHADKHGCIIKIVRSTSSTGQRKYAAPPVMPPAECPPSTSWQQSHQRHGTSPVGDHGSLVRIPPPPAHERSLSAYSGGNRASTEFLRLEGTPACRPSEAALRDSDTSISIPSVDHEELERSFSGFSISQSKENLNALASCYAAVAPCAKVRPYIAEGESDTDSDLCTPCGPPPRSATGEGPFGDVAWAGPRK
Active calls of the source: *; i = inactive.

canonical_smiles	Kir21 block	KCNQ2 block
Cc1cccc2cc3c(N)c(C(=O)N4CCOCC4)sc3nc12	-0.59	i
Cn1c(CCN2CCN(c3ccccn3)CC2)nc2cc(NC(=O)COc3ccc([N+](=O)[O-])cc3)ccc21	1.8	i
CC(C)(C)c1ccc(S(=O)(=O)CCc2ccccn2)cc1	1	i
COc1ccc(C(=O)N2CCC(C(=O)Nc3ccc4c(c3)OCCO4)CC2)cc1	1.1	i
O=C(c1ccc2c(c1)[nH]c(=S)n1c3ccccc3nc21)N1CCN(c2ncccn2)CC1	0.19	i
CCS(=O)(=O)c1nc(S(=O)(=O)c2ccc(Cl)cc2)c(N2CCC(C(N)=O)CC2)s1	1.4	i
CCOc1ccc(C2C3=C(CCCC3=O)Nc3ccc4ncccc4c32)cc1 (stereo not drawn)	1.7	i
CCc1ccc(NC(=O)CSc2nnc(Cc3cccn3C)n2-c2ccc(F)cc2)cc1	-0.68	i
COc1ccccc1CCC(=O)N1CCN(C(=O)c2ccccc2)CC1	-1.1	i
Cc1nnc(Nc2ccccc2)n(N)c1=O	-0.8	i
N#C/C(C(=O)NCc1ccco1)=C1/SC(Cc2ccc(Cl)cc2)C(=O)N1c1ccccc1 (stereo not drawn)	1.3	i
CCn1ncc(C2=NOC(C(=O)Nc3ccc(C)cc3)C2)c1C (stereo not drawn)	-0.73	i
O=C(Nc1ccc(S(=O)(=O)N2CCOCC2)cc1)c1ccc(Cl)s1	2.1	i
COc1ccccc1OCCn1cc(/C=C(\C#N)C(=O)NCc2ccco2)c2ccccc21	-1.7	i
CCn1c(COc2ccccc2C)nnc1SCC(=O)N1CCCCC1	-2.2	i
CC(C)(C)C1CCC(=O)C(C2(O)C(=O)Nc3ccccc32)C1 (stereo not drawn)	-0.94	i
CCOC(=O)c1c(NC(=O)C(Sc2ccccc2)c2ccccc2)sc(C(=O)N(C)C)c1C (stereo not drawn)	-1.2	-5.8*
COC(=O)c1ccc(C2C(C#N)=C(N)Oc3cc(O)ccc32)cc1 (stereo not drawn)	1.2	i
COc1ccc(NC(=O)CSC(C)c2nc3ccccc3c(=O)[nH]2)cc1 (stereo not drawn)	-2.8	i
CN(C1CCCCC1)S(=O)(=O)c1ccc(C(=O)Nc2sc3c(c2C(N)=O)CC(C)(C)NC3(C)C)cc1	0.25	i
COc1ccc(CCN(C)C(=O)c2ccc(S(=O)(=O)Nc3ccccc3C)cc2)cc1OC	0.85	i
CSC1=NCCN1C(=O)c1cccc(Br)c1	-0.71	i
COc1ccc(N(C(=O)c2ccco2)S(=O)(=O)c2cccc([N+](=O)[O-])c2)cc1	2	i
C=CCNC(=O)/C(C#N)=C/c1ccc(OS(=O)(=O)c2ccc(C)cc2)c(OC)c1	-2.1	i
Clc1ccc(SCc2nc3ccccc3[nH]2)cc1	2.1	i
O=C(Cn1nc(-c2ccccc2)ccc1=O)NCCCN1CCOCC1	-0.21	i
COc1ccc(C(=O)NNC(=O)C2CC=CCC2)cc1 (stereo not drawn)	0.55	i
CCOC(=O)C1CCCN(C(=O)c2cn(C)c(=O)c3cc(OC)c(OC)cc23)C1 (stereo not drawn)	1.5	i
NC(=O)NNC(=S)Nc1cccc2ccccc12	0.42	i
COc1ccc(CCNC(=O)C2(C)CCC(=O)N2Cc2ccc(F)cc2Cl)cc1OC (stereo not drawn)	0.05	i
COC(CNC(=O)C(=O)Nc1ccc2c(c1)N(S(=O)(=O)c1cccs1)CCC2)OC	-1.4	i
Cn1cc(CCC(=O)N2CCCC(Nc3ccc(F)cc3)C2)cn1 (stereo not drawn)	-2.2	i
COc1cccc(NC(=S)N(CCCN2CCCC2)Cc2ccco2)c1	-0.35	i
CNc1nccc(-c2ccc(Cl)cc2)c1C#N	0.75	i
CCOc1ccc(NC(=O)CS(=O)CC(=O)N(CC(=O)NC(C)(C)C)C2CCCC2)cc1 (stereo not drawn)	1.7	i
Cc1ccn2c(NC(=O)c3cccs3)c(-c3ccccc3)nc2c1	-0.54	i
COc1ccc(NC(=O)N2CCN(S(=O)(=O)c3ccc(F)cc3)CC2)c(OC)c1	-0.34	i
O=C(CSc1nnnn1Cc1ccccc1)N1CCN(c2ccccc2)CC1	0.18	i
CCOCCOC(=O)C1=C(C)N(C)C(=O)NC1c1cc(Cl)c(O)c(OCC)c1 (stereo not drawn)	0.96	i
CC1Sc2ccc(S(=O)(=O)CCC(=O)NCc3cccs3)cc2NC1=O (stereo not drawn)	0.42	i
Cc1ccc(/C=C/C(=O)N2CCN(c3ncccn3)CC2)o1	0.41	i
CC(C)(C)c1ccc(-c2noc(-c3ccno3)n2)cc1	0.8	i
CCn1cc(CN2CCCC(CNC(=O)COc3ccccc3OC)C2)c(C)n1 (stereo not drawn)	-0.3	i
Cn1cc([N+](=O)[O-])c(C(=O)N(Cc2ccccc2)Cc2ccccc2)n1	0.36	i
Cc1ccc(CNc2nc(C)c(C(=O)N(C)C)s2)cc1	1.9	i
CCC(CC)c1nnc(NC(=O)CCc2ccc(OC)cc2)s1	0.56	i
Cn1c(Cc2ccccc2)nnc1SCc1ccc(C(=O)O)cc1	0.37	i
COc1cc(C(O)P(=O)(OC(C)C)c2ccc(N(C)C)cc2)cc(OC)c1OC (stereo not drawn)	-0.25	i

Ordered by SMILES length (low to high): three of the compounds above
canonical_smiles	Kir21 block	KCNQ2 block
COc1ccc(CCN(C)C(=O)c2ccc(S(=O)(=O)Nc3ccccc3C)cc2)cc1OC	0.85	i
C=CCNC(=O)/C(C#N)=C/c1ccc(OS(=O)(=O)c2ccc(C)cc2)c(OC)c1	-2.1	i
CCOC(=O)c1c(NC(=O)C(Sc2ccccc2)c2ccccc2)sc(C(=O)N(C)C)c1C (stereo not drawn)	-1.2	-5.8*

(further entries)
canonical_smiles	Kir21 block	KCNQ2 block
CCOC(=O)C1CCCN(C(=O)c2ccc([N+](=O)[O-])c(C)c2)C1 (stereo not drawn)	-0.05	i
CS(=O)(=O)N(CC(=O)N1CCCC1)c1ccc(OCc2ccccc2)cc1	0.62	i
Cc1cccc2sc(N3CCN(C(=O)C4COc5ccccc5O4)CC3)nc12 (stereo not drawn)	-1.5	i
Cc1ccc(OCc2cc(C(=O)N3CCCC(O)C3)no2)cn1 (stereo not drawn)	0.49	i
CC(=O)c1sc(NC(=O)CCS(=O)(=O)c2ccc(C)cc2)nc1C	-0.85	i
N=C1/C(=C\c2ccc(-c3cc(Cl)cc(Cl)c3)o2)C(=O)N=C2SC=C(c3ccccc3)N12	0.69	i
CCN(CC)C(=O)CN1C(=O)NC2(CCc3ccccc3C2)C1=O (stereo not drawn)	2.2	i
CCOC(=O)c1cc2c(=O)n3ccccc3nc2n(Cc2ccccc2)c1=N	-1.3	i
CCOc1ccccc1CNC(=O)CCCn1ccc2cc(S(=O)(=O)N3CCCC3)ccc21	0.08	i
Cc1ccc2c(c1)c(C)c(C)n2CC(O)Cn1nc(C)c(Br)c1C (stereo not drawn)	-0.01	i
O=C(N/N=C\c1cn[nH]c1-c1ccccc1)c1cccs1	-1.4	i
COc1ccc(C)cc1NC(=O)Nn1cnnc1	-0.26	i
Cc1coc2cc3oc(=O)c(CCC(=O)N4C[C@H]5C[C@@H](C4)c4cccc(=O)n4C5)c(C)c3cc12	-1.5	i
COc1ccc(NS(=O)(=O)c2ccc(SC)cc2)c(OC)c1	-0.7	i
CCn1c(SCC(=O)c2ccc(Br)cc2)nnc1C(C)NC(=O)Cc1ccc(OC)cc1 (stereo not drawn)	1.6	i
CCC(C)NC(=O)Nc1ccc(Br)cc1Cl (stereo not drawn)	-0.28	i
Cc1ccc(N(CC(=O)NCc2ccco2)C(=O)CNS(=O)(=O)c2ccc(F)cc2)c(C)c1	-0.75	i
COc1ccc(OC)c(C2=NOC(C(=O)NCc3cccs3)C2)c1 (stereo not drawn)	1.2	i
O=C(NC(=S)Nc1cccc2cc(O)ccc12)c1ccccc1Br	1.1	i
CCOC(=O)CN1C(=O)S/C(=C\c2ccc(-c3ccc(C(=O)O)c(Cl)c3)o2)C1=O	-2.7	i
COC(=O)c1sc2nc(C)nc(SCC(=O)C(C)(C)C)c2c1C	0.27	i
CCOCc1nnc(NC(=O)CS(=O)(=O)c2ccc(C)cc2)s1	0.03	i
Cc1onc(-c2ccccc2)c1C(=O)OCC(=O)NC(=O)c1ccccc1	-0.95	i
C=CCC1c2cccc(C(=O)O)c2C(=O)N1c1ccc(Cl)cc1 (stereo not drawn)	-0.28	i
CCOC(=O)C(=O)c1c(-c2ccc(C)cc2)nc2ccccn12	0.08	i
Cc1oc(-c2nc3ccccc3n2C)cc1C(=O)c1ccccc1	-0.99	-6.6*
O=C(CNS(=O)(=O)c1ccc(F)cc1)N1CCCC1	0.53	i
COCCCN1C(=O)C(=O)/C(=C(/O)c2ccc(S(=O)(=O)N3CCCCC3)cc2)C1c1ccc(OC)cc1 (stereo not drawn)	0.7	i
O=C(CCN1C(=O)c2ccccc2S1(=O)=O)N1CCN(c2cccc(Cl)c2)CC1	-2.1	i
C#CCOCCOCCOCCNc1nc(N2CCN(C(=O)[C@H](CCCCN)n3cc([C@@H](N)C(C)CC)nn3)CC2)nc(N2CCN(C(=O)[C@H](Cc3ccc(O)cc3)n3cc([C@@H](N)CC(C)C)nn3)CC2)n1 (stereo partly drawn)	0.13	i
Cn1c(SCC(=O)NCc2ccccc2)nc2c([nH]c3ccccc32)c1=O	-0.44	i
CCC1CCCCN1C(=O)c1noc(C(C)C)c1[N+](=O)[O-] (stereo not drawn)	-1.3	i
COc1cccc(/C=N/Nc2nc(-c3cccnc3)nc3ccccc23)c1	-0.56	i
Cc1cccc(NC(=O)CSc2nnc(CSc3nc(C)cc(C)n3)n2Cc2ccco2)c1	-0.44	i
Cc1c(Br)c([N+](=O)[O-])nn1CC(=O)Nc1ccc2nc3n(c(=O)c2c1)CCCC3	-0.13	i
COc1ccc2nc(NC(=O)c3ccc([N+](=O)[O-])o3)sc2c1	0.26	i

No new results follow: an excerpt of the list.
canonical_smiles	Kir21 block	KCNQ2 block
Cc1cccc(NC(=O)CSc2nnc(CSc3nc(C)cc(C)n3)n2Cc2ccco2)c1	-0.44	i
Cc1c(Br)c([N+](=O)[O-])nn1CC(=O)Nc1ccc2nc3n(c(=O)c2c1)CCCC3	-0.13	i
COc1ccc2nc(NC(=O)c3ccc([N+](=O)[O-])o3)sc2c1	0.26	i

(next part)
canonical_smiles	Kir21 block	KCNQ2 block
CCOC(=O)c1ccccc1-n1nnnc1C	0.25	i
O=C(Nc1nnc(-c2ccc3c(c2)OCCO3)o1)C1CCCCC1	-0.45	i
C=CCNC(=O)/C(=C\c1ccc(OC)cc1)NC(=O)c1ccc([N+](=O)[O-])cc1	-2.7	i
CCc1cccc(C)c1NC(=O)CN(C)Cc1cccc(F)c1	-1.6	i
Cc1ccccc1NC(=O)CN1C(=S)NC(C)(C)CC1C (stereo not drawn)	-0.09	i
Cc1ccc(C2SCC(=O)N2Cc2ccccc2)cc1 (stereo not drawn)	-1.1	i
CC(C)(C)n1nnnc1C(c1cccnc1)N1CCN(c2cccc(C(F)(F)F)c2)CC1 (stereo not drawn)	1.8	i
CCC(=O)Nc1ccc(Cl)c(NC(=O)c2ccccc2OC)c1	-0.01	i
O=C(CCSCc1ccccc1F)NCCc1ccccc1	0.19	i
CCCCCOc1ccc2oc(=O)c3c(c2c1)CCCN3C(=O)CN1CCCC(C(=O)OCC)C1 (stereo not drawn)	-0.37	i
CCn1c(/C=C/Nc2ccccc2)[n+](CC)c2cc(Cl)c(Cl)cc21	-7*	i
COc1ccc(C2CC(=O)N(C)c3ccccc3S2)cc1 (stereo not drawn)	1	i

Another view of 2 compounds above:
CCOC(=O)c1ccccc1-n1nnnc1C
  Kir21 block: 0.25
  KCNQ2 block: i

O=C(Nc1nnc(-c2ccc3c(c2)OCCO3)o1)C1CCCCC1
  Kir21 block: -0.45
  KCNQ2 block: i

Later entries
canonical_smiles	Kir21 block	KCNQ2 block
Cc1ccc(C(=O)CCNc2ccc(F)c(Cl)c2)o1	-1.6	i
Clc1ccc(-c2nn3c(C4COc5ccccc5O4)nnc3s2)cc1 (stereo not drawn)	1.3	i
O=C(CSc1ncnc2ccccc12)c1cccs1	-0.34	i
CCOc1cc2[nH]c(=S)n(Cc3ccc(C(=O)O)cc3)c(=O)c2cc1OCC	-1.3	i
COC(=O)C1=C(CS(=O)(=O)c2ccc(Cl)cc2)NC(=O)NC1c1ccc(O)c(OC)c1 (stereo not drawn)	2	i
Cc1cc(C(=O)OCc2nc3ccccc3s2)c(C)o1	-0.05	i
COc1ccc(OC)c(-c2csc(NC(=O)C3=NNC(=O)CC3)n2)c1	-0.4	i
COC(=O)C1=C(C)N=C2SC(C#N)=C(N)N2C1c1cccc(OC)c1 (stereo not drawn)	2.1	i
COc1ccccc1NC(=O)c1cnc2c(-c3ccccc3)c(C)nn2c1C	1.1	i
CCCCOc1ccc(NC(=O)[C@@H]2CCCN2C(=O)C2CCN(S(=O)(=O)c3ccc(C)cc3)CC2)cc1	0	i
CCOC(=O)c1ccccc1-c1cn2cc(Cl)ccc2n1	-0.73	i
CNc1nc(Sc2ccccc2)cc(C(F)(F)F)n1	-0.47	i
O=C(Cc1ccccc1)NCC(=O)N1CCC1	0.42	i
COc1ccccc1OCC(=O)NC1CCCc2ccccc21 (stereo not drawn)	-4.9*	i
Cc1ccc(C2(c3ccc(C)cc3)CC2C(=O)Nc2ccc([N+](=O)[O-])cc2O)cc1 (stereo not drawn)	0.68	-7.8*
CC1CCN(Cc2cc(=O)oc3ccc(C(C)C)cc23)CC1	-3.9	i
